RMI FANCM FP = RMI-FANCM interaction inhibition; FP signal (polarization) at 33 µM; AID 1159607; 0.58% of 70,000 active; Fluorescence polarization, RMI core complex with F-MM2 peptide; active compounds read low; in the data active = FP signal below about 40; note: inactives centre near 61; strong numbers were not always called active; unit not given here
* hit, by the source's call; & = joins results of further samples. This is a subset; the hit share may differ from the screen's.

mol,RMI FANCM FP
CCOC(=O)c1cccc(NC(=O)CSc2nc3c(-c4ccccc4)c[nH]c3c(=O)n2C2CC2)c1,90
CC(C)(C)SCCNc1nc(Oc2ccc(C(C)(C)C)cc2)nc(Oc2ccc(C(C)(C)C)cc2)n1,52
Cc1cc(C)c(C)c(-c2nnc(NC(=O)c3ccc([N+](=O)[O-])cc3[N+](=O)[O-])s2)c1C,60
CCC(=O)N1CCc2ccc(NC(=O)c3cccc(OC)c3OC)cc2C1,67
CN(C)C(C#N)c1cccc(Cl)c1Cl (stereo not drawn),69
O=C(COc1ccccc1[N+](=O)[O-])N(Cc1ccccc1)Cc1ccccc1,57
CSC(=NCC1CC1)NC(C)(C)C,60
CC(C)(C)c1ccc(C(=O)NC(=S)Nc2nc(-c3cccs3)cs2)cc1,63

mol,RMI FANCM FP
COC(=O)c1cc(-c2ccc(OC)cc2OC)n[nH]1,63
Cc1ccc(NC(=O)Cn2c(C)cc(C)c(-c3nc(-c4ccc5c(c4)OCO5)no3)c2=O)cc1Cl,77
O=C(NCCC1=CCCCC1)c1ccc(Br)o1,66
CCCCn1c(SCc2nc(-c3ccc(OC)cc3)no2)nc2ccccc2c1=O,92
CCCNC(=O)Cc1ccc(-n2c(=O)c3ccccc3n(CC(=O)Nc3cc(C)cc(C)c3)c2=O)cc1,145
O=C(O)CCc1csc(NC(=O)Nc2ccc(Cl)cc2)n1,66
CCN1CCN(S(=O)(=O)c2ccc(Oc3ccccc3OC)cc2)CC1,69
C=CCN1C(=O)C(C)(C)COc2ccc(NS(=O)(=O)CC(C)C)cc21,68

Six structures from above, ordered by formula weight, high to low.
mol,RMI FANCM FP
Cc1ccc(NC(=O)Cn2c(C)cc(C)c(-c3nc(-c4ccc5c(c4)OCO5)no3)c2=O)cc1Cl,77
Cc1cc(C)c(C)c(-c2nnc(NC(=O)c3ccc([N+](=O)[O-])cc3[N+](=O)[O-])s2)c1C,60
CCCCn1c(SCc2nc(-c3ccc(OC)cc3)no2)nc2ccccc2c1=O,92
CCN1CCN(S(=O)(=O)c2ccc(Oc3ccccc3OC)cc2)CC1,69
C=CCN1C(=O)C(C)(C)COc2ccc(NS(=O)(=O)CC(C)C)cc21,68
COC(=O)c1cc(-c2ccc(OC)cc2OC)n[nH]1,63

3 of these compounds in another layout.
RMI FANCM FP | SMILES
63 | COC(=O)c1cc(-c2ccc(OC)cc2OC)n[nH]1
66 | O=C(NCCC1=CCCCC1)c1ccc(Br)o1
69 | CCN1CCN(S(=O)(=O)c2ccc(Oc3ccccc3OC)cc2)CC1

The list goes on:
mol,RMI FANCM FP
Cc1cc(S(=O)(=O)NCC(c2cccn2C)N2CCc3ccccc3C2)ccc1F (stereo not drawn),68
NCCCNCCSP(=O)(O)O,56&52
O=S(=O)(Nc1ccc(F)cc1)c1c(F)cccc1F,54
Cc1cc(C)n(CC(=O)NCCCc2ccccc2)c(=O)c1-c1nc(-c2ccc(Cl)cc2)no1,97
CSc1sc(-c2ccccc2)c2nc(C)cc(C)[n+]12,55
COc1cccc(NC2=C(C#N)C(=O)NC(c3cccc(OC)c3O)S2)c1 (stereo not drawn),52
Cc1ccc2nc(NC(=O)c3cc([N+](=O)[O-])cc([N+](=O)[O-])c3Cl)sc2c1,62
N=C1S/C(=C\c2cccc([N+](=O)[O-])c2)C(=O)N1c1nccs1,60

As entered above.
Cc1cc(C)n(CC(=O)NCCCc2ccccc2)c(=O)c1-c1nc(-c2ccc(Cl)cc2)no1 in RMI FANCM FP is entered as 97
N=C1S/C(=C\c2cccc([N+](=O)[O-])c2)C(=O)N1c1nccs1 in RMI FANCM FP is entered as 60
CSc1sc(-c2ccccc2)c2nc(C)cc(C)[n+]12 in RMI FANCM FP is entered as 55
O=S(=O)(Nc1ccc(F)cc1)c1c(F)cccc1F in RMI FANCM FP is entered as 54

Remaining list, next part
mol,RMI FANCM FP
O=C(Cc1ccc(Cl)cc1)NCC(c1cccnc1)N1CCc2ccccc2C1 (stereo not drawn),58
C=CCc1c(C)c(C#N)c2nc3ccccc3n2c1NC(C)CC (stereo not drawn),57
Nc1nnc(-c2ccc3c(c2)OCO3)o1,68
CC(=O)N[C@@H](Cc1ccccc1)C(=O)NN,64
COc1ccc(C2=NN(C(C)=O)C(c3c(OC)ccc4ccccc34)C2)cc1OC (stereo not drawn),68
CC(C)N1CCC(CNC(=O)C(=O)Nc2ccc(C(F)(F)F)cc2)CC1,81
COc1ccc(-c2noc(Cn3nc(-c4ccc(C)c(C)c4)ccc3=O)n2)cc1,86
COC(=O)c1sccc1Oc1ccc(Cl)cc1NC(=O)/C=C/C(=O)O,52

mol,RMI FANCM FP
CCOC(=O)CCCSc1n[nH]c(=S)s1,57
Cc1cc(C)c(C)c(S(=O)(=O)N2CCN(c3ccccc3F)CC2)c1C,72
Cc1ccc(-c2csc(NC(=O)c3nc4ccccc4s3)n2)cc1,130
O=C(c1csc(Nc2ccccc2)n1)N1CCN(Cc2ccc3c(c2)OCO3)CC1,66
Cc1nn(C)c(NNC(=O)c2c(F)cccc2F)c1[N+](=O)[O-],54
NC(=NC(=O)CCn1c(=O)oc2ccccc21)c1ccc(Cl)cc1,54
Cc1cccc(Cl)c1NC(=O)N1CCCN(c2ccc(C(F)(F)F)cn2)CC1,55
CCOc1ccc(-c2cn3c(CC(=O)Nc4ccc(OC)c(OC)c4)csc3n2)cc1,68

mol,RMI FANCM FP
CCC(CC)C(=O)NCC(c1ccsc1)N1CCCCCC1 (stereo not drawn),71
CS(=O)(=O)N1CCCC(C(=O)Nc2ccccc2)C1 (stereo not drawn),66
COc1ccc(S(=O)(=O)Nc2ccc3c(c2)CN(C(=O)c2cccs2)CC3)c(C)c1,70
COc1ccc(C(=O)NCCn2ncc3c(=O)n(Cc4ccccc4F)cnc32)cc1,66
Cc1ccc(-c2csc3c(=O)n(C)c(SCC(=O)Nc4cccc(C#N)c4)nc23)cc1,61
Cc1cc(C)nc(SC(=O)OC(C)(C)C)n1,54
O=C1CC(c2ccccc2)Oc2cc(O)ccc21 (stereo not drawn),60
O=C(/C=C/c1ccccc1Cl)Nc1ncc(Cc2ccc(Cl)c(Cl)c2)s1,59

mol,RMI FANCM FP
CCc1cc2c(=O)[nH]c(CCl)nc2s1,56
Cc1ccc(N2C(=O)C3N=NN(Cc4nc(-c5ccccc5C)no4)C3C2=O)cc1F (stereo not drawn),61
Cc1nc(SCc2ccccn2)[nH]c(=O)c1C,53
COc1ccc(C(=O)CSc2nc(N)c(NC(=O)c3ccco3)c(=O)[nH]2)cc1,59
COc1ccc(CC(=O)N/N=C\c2ccc[nH]2)cc1,60
COc1cc(/C=C2\SC(=S)N(c3ccc(CC(=O)O)cc3)C2=O)cc(OC)c1OC,59
O=C(Nc1ccccc1)Nc1nc(C(=O)NC2CCN(Cc3ccccc3)CC2)cs1,66
N/C(=N/OC(=O)C1CCCS1)c1ccc(C(F)(F)F)cc1 (stereo not drawn),54

mol,RMI FANCM FP
CC(=O)N1CCN(C2c3cccc4cccc(c34)C2NS(=O)(=O)c2ccccc2)CC1 (stereo not drawn),71
NC(=O)c1ncn([C@@H]2O[C@H](CO)[C@@H](O)[C@H]2O)c1O,53
CC(=O)N1CCc2c(sc(N)c2C(N)=O)C1,69
COc1ccc(-c2cn3nc(SCC(=O)Nc4cc(OC)ccc4OC)ccc3n2)cc1,61
COc1cccc(C(=O)Nc2cccc(-c3ccc(N4CCN(C)CC4)nn3)c2)c1,58
O=S(=O)(CS(=O)(=O)Sc1ccc(Cl)cc1)Sc1ccc(Cl)cc1,55
CC(=O)Nc1cccc(C(=O)CCC(=O)O)c1,60
O=C(Nc1cccc(-c2nnco2)c1)c1ccc([N+](=O)[O-])o1,38

mol,RMI FANCM FP
Cc1sc(NC(=O)c2ccco2)c(C(c2ccccc2)N2CCN(C)CC2)c1C (stereo not drawn),60
Cn1ccnc1SCc1cc(=O)c(OC(=O)C2(c3ccc(Cl)cc3)CCCC2)co1,53
CCOC(=O)C(NCc1ccco1)(NC(=O)c1ccco1)C(F)(F)F (stereo not drawn),48
CCc1ccc(CNC(=O)c2sccc2S(=O)(=O)N2CCN(c3ccc(F)cc3)CC2)cc1,63
Clc1ccc(OCCn2c(CN3CCOCC3)nc3ccccc32)cc1,64
O=C(CC1SC(=Nc2ccccc2)NC1=O)Nc1cccc(Cl)c1 (stereo not drawn),52
O=C(Nc1ccc2c(c1)N(C(=O)c1cccs1)CC2)c1cccs1,75
NC1=NC(=O)C(CC(=O)NCC(=O)O)S1 (stereo not drawn),59

mol,RMI FANCM FP
O=C(Nc1ccc(Cl)c2ncsc12)c1ccc([N+](=O)[O-])o1,56
O=c1cccnn1CCNS(=O)(=O)Cc1ccccc1,65
O=C(NCCC1CCCCN1S(=O)(=O)c1cccs1)Nc1ccccc1 (stereo not drawn),59
O=C(CC1SC(=Nc2ccccc2)NC1=O)Nc1ccccc1 (stereo not drawn),55
O=C(Nc1cccc(Cl)c1)c1cnn(-c2ccc([N+](=O)[O-])cc2)c1C(F)(F)F,53
O=C1Nc2ccccc2C1Cc1ccccn1 (stereo not drawn),48
CCOC(=O)c1c(C)oc2c(F)c(F)c(F)c(F)c12,62
COc1cccc(CNC(=O)Cn2nc(NC(C)C)c(-c3nc(-c4ccc(Cl)cc4)no3)c2N)c1,82

mol,RMI FANCM FP
O=C(CS(=O)(=O)c1cn(Cc2cccc(F)c2)c2ccccc12)NC1CCCCC1,88
CSc1ccc(CC(=O)Nc2nnc(Cc3cccs3)o2)cc1,69
CCCCc1ccc2nc(Nc3nc4ccc(F)cc4s3)sc2c1,63
CSc1nc(N)nc(-c2cnccn2)n1,56
O=c1[nH]cnc2c1ncn2C1O[C@H](CO)[C@@H](O)[C@H]1O (stereo partly drawn),56
CS(=O)(=O)c1ccc(Nc2nc(C(=O)N3CCc4ccccc43)cs2)cc1,85
N#Cc1c(-c2ccc(Cl)cc2Cl)nn(-c2ccc([N+](=O)[O-])cc2)c1N,52
N/C(=N/O)c1cccc(C(F)(F)F)c1,58

mol,RMI FANCM FP
O=c1oc2ccc(F)cc2cc1S(=O)(=O)N1CCCCCC1,64
Clc1ccc(OCCCN2CCN(c3cccc4[nH]ccc34)CC2)cc1,52
O=C(Nc1ccc2scnc2c1)c1ccco1,53
Cc1nn(C2CCS(=O)(=O)C2)c2nc(-c3ccc(F)cc3)cc(C(=O)NCCCn3ccnc3)c12 (stereo not drawn),68
O=C(Cc1csc(Nc2cccc(Cl)c2)n1)Nc1ccc2c(c1)OCO2,62
O=[N+]([O-])c1ccc(N2Cc3ccccc3CS2(=O)=O)cc1,65
O=C(c1cccs1)N1CCN(C(=S)c2cccc(Br)c2)CC1,64
N#CC(C#N)=C1C=C(c2ccccc2)Sc2ccccc21,59

mol,RMI FANCM FP
COc1ccc2c(c1)NC(c1ccccc1)c1cccn1-2 (stereo not drawn),53
CCc1c(C)nc(SCc2c(F)cccc2Cl)[nH]c1=O,53
Cc1nc(C)c(-c2cc(C(=O)N3CCN(c4ccccc4)CC3)n[nH]2)s1,66
O=c1c(Cl)c(Cl)cnn1-c1ccccc1,62
Cc1ccc([N+](=O)[O-])cc1NC(=O)CCN1C(=O)c2ccccc2S1(=O)=O,55
CCc1cc(C(=O)c2ccc(OC)cc2)c(NC(=O)c2nccnc2C(=O)O)s1,61
C=CCn1c(SCC(=O)N2CCOCC2)nc2scc(-c3ccco3)c2c1=O,63
COc1ccccc1NC(=O)CSc1nc2ccccc2c(=O)n1C1CCCCC1,56

mol,RMI FANCM FP
CC(C)(C)OCC(NC(=O)OCc1ccccc1)C(=O)ON1C(=O)CCC1=O (stereo not drawn),54
O=C(CC1CCCCC1)NCCOc1ccc(-c2ccco2)nn1,53
Cc1nnsc1C(=O)N/N=C\c1ccc([N+](=O)[O-])s1,61
C=CCn1c(N)c(C(=O)NCc2ccc3c(c2)OCO3)sc1=S,86
CC1C(=O)N2CCCc3cc(S(=O)(=O)Nc4cccc(Cl)c4Cl)cc1c32 (stereo not drawn),53
Cc1csc2sc(-c3ccn[nH]3)c(C)c12,60
O=C(CS(=O)(=O)c1cccs1)N1CCN(c2ccccc2F)CC1,63
COc1cc(-c2nnc(NC(=O)c3ccccc3I)o2)cc(OC)c1OC,64

mol,RMI FANCM FP
C[n+]1cc2c3c(ccc2c2ccc4cc5c(cc4c21)OCO5)OCO3,48&56&60
O=C(NCCc1ccccc1)c1ccc(NS(=O)(=O)c2cccc(Cl)c2)cc1,71
CN(C)c1ccc(C(CNS(=O)(=O)c2ccc3c(c2)CCCC3)N2CCc3ccccc3C2)cc1 (stereo not drawn),57
CC(C)C(=O)N1CCCc2cc(N)ccc21,68
O=C(COc1cccc2ccccc12)N/N=C\c1cc(Br)ccc1O,62
Cc1cc(NC(=O)c2cccc([N+](=O)[O-])c2)n(-c2ccccc2)n1,63
CCCn1c(SCc2nc(-c3ccccc3C)oc2C)nc2ccccc2c1=O,65
Cc1ccc2nc(NC(=O)C3CCN(c4ccc(-c5cccs5)nn4)CC3)sc2c1,107

mol,RMI FANCM FP
CCOc1cccc2sc(=NC(=O)c3ccc(S(=O)(=O)N4CC(C)OC(C)C4)cc3)n(CCOC)c12 (stereo not drawn),81
COc1cc(NC(=O)c2ccccc2)c(OC)cc1NC(=O)C=C(C)C,64
O=C(Nc1ccccc1)c1cc2ccccc2c(=O)o1,60
CCNC(=O)C(=O)NCCCCN1CCOC(c2ccccc2)C1 (stereo not drawn),72
COc1cc2cc(=O)[nH]c(C)c2cc1OC,50
CN1CCCc2cc(C(CNC(=O)C(=O)Nc3ccc4c(c3)OCO4)N3CCCC3)ccc21 (stereo not drawn),63
O=S(=O)(c1ccc(Cl)cc1)N1CCC(c2nc(-c3cccnc3)no2)CC1,64
Nc1ncnc2oc(-c3ccccc3)nc12,43

mol,RMI FANCM FP
Cc1ccccc1NC(=O)CSc1nc2c(-c3ccccc3)c[nH]c2c(=O)[nH]1,62
CN(C)C(CNC(=O)Cc1ccc(Cl)cc1)c1ccsc1 (stereo not drawn),53
COc1ccc(O)c(C(=O)/C=C/c2ccc3c(c2)OCCO3)c1,57
COc1cc(NS(=O)(=O)c2ccc(NC(=O)c3ccc4c(c3)OCCO4)cc2)nc(OC)n1,59

Screening results as filed in PubChem BioAssay.
